MazF activator = activators of E. coli MazEF toxin-antitoxin RNase; AID 504720; activation, % at 20 µM; FAM/BHQ RNA-DNA oligo cleavage fluorescence, 5 h; hit rate 0.32% among 350,000; P0AE70; in the data active = activation above about 50%
Target sequence (P0AE70 whole entry, looked up): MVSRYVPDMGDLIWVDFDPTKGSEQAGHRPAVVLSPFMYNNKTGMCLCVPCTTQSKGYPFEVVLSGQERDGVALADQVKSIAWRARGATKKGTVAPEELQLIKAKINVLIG
GDH-TPI counter = GDH-TPI coupled enzyme inhibition counter-screen | GDH-TPI coupled enzyme counterscreen, NADH absorbance | inhibition, % at 4.8 µM | hit rate 1.2% among 360,000;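 note: 0% = DMSO wells and 100% = wells lacking the enzyme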
Mtb UGM inh = Mtb UDP-galactopyranose mutase inhibition. purified UGM, fluorescence polarization probe displacement. inhibition, % at 10 µM. hit rate 0.06% among 320,000. AID 504406; in the data active = inhibition above about 10%, passing the limit was not always enough; inconclusive = no clear call, values can overlap the other calls
Target sequence (P9WIQ1 whole entry, looked up): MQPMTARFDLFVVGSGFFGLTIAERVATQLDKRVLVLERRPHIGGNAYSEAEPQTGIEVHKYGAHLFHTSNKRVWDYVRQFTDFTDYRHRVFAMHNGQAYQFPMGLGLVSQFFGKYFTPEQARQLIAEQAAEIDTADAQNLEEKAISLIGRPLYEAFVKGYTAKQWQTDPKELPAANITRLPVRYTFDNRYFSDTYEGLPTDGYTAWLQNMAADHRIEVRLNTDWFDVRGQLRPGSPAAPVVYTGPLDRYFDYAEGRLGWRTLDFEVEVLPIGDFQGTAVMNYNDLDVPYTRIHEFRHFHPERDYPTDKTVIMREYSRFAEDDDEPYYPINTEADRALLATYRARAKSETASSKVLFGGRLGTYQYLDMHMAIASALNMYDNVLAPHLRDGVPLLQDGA
BoNT F protease = blocks Botulinum neurotoxin F light chain protease; inhibition, % at 10 µM; Multiplex microsphere protease cleavage assay, flow cytometry; hit rate 0.22% among 360,000; AID 588497; in the data active = inhibition above about 35%, passing the limit was not always enough; inconclusive = no clear call, values can overlap the other calls; note: plate controls were buffer without enzyme for full effect and enzyme alone for no effect
FadD28 binding = blocks FadD28 binding to the bisubstrate probe; fluorescence polarization; inhibition, % at 12.5 µM; hit rate 0.22% among 360,000; AID 588549; in the data active = inhibition above about 8.5%, passing the limit was not always enough; inconclusive = no clear call, values can overlap the other calls
Mtb FBA inh = inhibitors of M. tuberculosis fructose-bisphosphate aldolase; P9WQA3; purified M. tuberculosis FBA, fluorescence read-out; inhibition, % at 1 µM; hit rate 2.3% among 360,000; AID 588726; in the data active = inhibition above about 27%;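 note: 0% = vehicle and 100% = reference inhibitor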
CCHFV vOTU inh = CCHFV vOTU protease inhibition; hit rate 0.55% among 370,000; inhibition, % at 11.5 µM; Pep-AMC fluorescence; note: 0% = vehicle wells with enzyme and 100% = no enzyme wells
Rv3671c inh = inhibits the M. tuberculosis serine protease Rv3671c; P9WHR9; inhibition, % at 5.96 µM; hit rate 0.048% among 320,000; AID 2606; in the data active = inhibition above about 38%;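 note: extracellular domain of Rv3671c used as enzyme; 0% = enzyme with DMSO and 100% = no enzyme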
Target sequence (P9WHR9 whole entry, looked up, the tested form may be a part): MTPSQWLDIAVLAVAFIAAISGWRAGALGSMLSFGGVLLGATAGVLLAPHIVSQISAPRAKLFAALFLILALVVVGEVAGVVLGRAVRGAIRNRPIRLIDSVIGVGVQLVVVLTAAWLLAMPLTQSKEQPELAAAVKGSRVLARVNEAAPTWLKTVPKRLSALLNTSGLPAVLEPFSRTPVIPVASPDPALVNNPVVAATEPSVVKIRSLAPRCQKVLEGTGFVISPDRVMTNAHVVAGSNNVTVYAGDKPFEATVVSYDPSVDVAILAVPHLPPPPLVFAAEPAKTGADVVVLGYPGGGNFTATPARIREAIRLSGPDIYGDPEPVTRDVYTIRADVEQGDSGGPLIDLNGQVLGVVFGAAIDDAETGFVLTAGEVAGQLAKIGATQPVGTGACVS
Mtb BioA inh = inhibitors of Mycobacterium tuberculosis BioA enzyme | inhibition, % at 9.99 µM | hit rate 0.096% among 360,000 | purified M. tuberculosis BioA enzyme, plate reader; in the data active = inhibition above about 40%; inconclusive = no clear call, values can overlap the other calls
DUSP3 inh = blocks human VHR1 dual specificity phosphatase; P51452; recombinant VHR phosphatase, pNPP absorbance; inhibition, % at 13.3 µM; hit rate 0.52% among 290,000; in the data active = inhibition above about 50%; note: some compounds called inactive have numbers as strong as hits
Target sequence (P51452 whole entry, looked up): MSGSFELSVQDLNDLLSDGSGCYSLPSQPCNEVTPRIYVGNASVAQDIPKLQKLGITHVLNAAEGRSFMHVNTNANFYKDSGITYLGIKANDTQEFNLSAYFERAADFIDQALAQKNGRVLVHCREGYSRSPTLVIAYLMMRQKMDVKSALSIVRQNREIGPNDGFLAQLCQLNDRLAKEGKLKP
Starred values were filed as active, the others as inactive; ? = inconclusive; nt = no result given. Cut-off read from the data, not from the text of the source, unless noted: active = inhibition above about 30%; inactive = the rest.

SMILES	MazF activator	GDH-TPI counter	Mtb UGM inh	BoNT F protease	FadD28 binding	Mtb FBA inh	CCHFV vOTU inh	Rv3671c inh	Mtb BioA inh	DUSP3 inh
COc1ccc(COc2cc(-c3cccc(OC)c3)nc3ccc(NC(=O)c4cccnc4)cc23)cc1	8.6	4.3	-2.2	-2.5	4.1	-0.8	16.2	-206.2	-0.7	0.9
C[C@@H](NC(=O)c1cc2c([nH]c3ccccc32)c(-c2ccccc2)n1)C(=O)O	-4.7	6.6	0.5	24.8	-9.7	29.1*	-28.3	-2.5	0.3	nt
Cc1ccc(C(=O)NCc2nnc(SCC(=O)Nc3ccccc3)n2C)cc1	6.8	3.4	-0.2	-4.0	-0.3	2.0	-4.7	-4.5	0.0	-1.2
Clc1ccc(-n2nnnc2SCc2cn3ccccc3n2)cc1	3.3	-1.6	-0.3	-5.1	-3.2	1.0	-1.1	11.3	-1.7	11.6
Cc1ccc2[nH]c(=O)c(CN(Cc3ccc4c(c3)OCO4)Cc3nnnn3Cc3ccco3)cc2c1	8.5	25.2	-1.6	-10.1	-2.8	3.7	2.5	-6.2	-1.5	6.0
c1ccc(COc2ccc(Oc3nc(N4CCCCC4)nc(N4CCOCC4)n3)nn2)cc1	-0.8	-1.4	-0.3	-3.1	-0.5	0.5	10.1	2.2	-0.8	2.6
COc1ccc(NC(=O)Nc2nnc(-c3cccs3)s2)cc1	12.8	25.8	-2.4	2.7	-3.3	6.3	4.1	-5.0	nt	24.5
CCCn1c(N)c(C(=O)CSc2nc(C)cs2)c(=O)n(C)c1=O	-8.7	8.7	0.2	1.8	-2.3	1.7	-10.3	-2.1	nt	11.7
COc1cc(/C=C/c2nc3ccccc3c(=O)[nH]2)ccc1O	-12.6	40.7*	nt	2.7	-4.3	-2.6	2.5	nt	0.5	nt
CC(=O)OC1c2c(ccc3ccc(=O)oc23)OC(C)(C)C1OC(=O)CC(C)C (centres undefined)	1.6	10.9	0.3	-10.1	-3.8	15.7	7.9	-15.8	4.4	8.4
COc1ccccc1CNS(=O)(=O)c1cccs1	8.4	2.3	1.0	?	-2.4	0.7	9.1	4.8	0.4	-0.7
O=C(NCc1ccccc1)C1CC(=O)N(c2ccc(OCC(=O)N3CCCC3)cc2)C1 (centres undefined)	-2.4	-3.2	-0.4	-18.6	-2.5	3.7	-3.6	-1.8	-1.3	22.2
COc1ccc(NS(=O)(=O)c2cc(N=Nc3c(O)[nH]c(=O)[nH]c3=O)ccc2Cl)cc1	7.8	25.4	-0.2	-4.2	2.5	-4.0	-8.0	9.3	0.6	nt
COc1ccc(C2NC(=O)CS2)cc1 (centres undefined)	-2.8	14.5	-1.8	?	-1.4	3.3	0.1	-1.4	-5.2	17.6
CCOC(=O)CCCCCC(=O)Nc1ccc2c(c1)C(=O)N([C@H](C)CO)C[C@@H](C)[C@H](CN(C)Cc1ccc3c(c1)OCO3)O2	1.7	3.1	-0.5	-7.2	-0.9	0.3	5.2	-0.7	-0.8	nt
CCOC(=O)C1(Cc2ccc(Cl)cc2)CCN(C(=O)CCc2cnccn2)CC1	0.4	5.7	0.3	-1.3	-0.3	1.6	5.0	-15.2	0.9	8.4
O=C(CCC(=O)c1ccc(F)cc1)Nc1cccnc1	-3.0	4.8	-1.1	-23.8	-2.8	-0.6	1.7	-5.5	1.9	8.8
O=C(Nc1ccc(CN2CCS(=O)(=O)CC2)cc1)c1ccc(C(F)(F)F)cc1	-5.3	0.0	-1.8	-16.7	-1.9	-0.1	12.5	2.4	-0.1	5.9
CSc1nsc(NC(=O)Cc2ccccc2)n1	3.2	-10.7	-1.6	-5.2	2.4	1.6	-2.7	0.9	2.3	-5.7
CCN1C(=O)CSc2ccc(C(=O)NC3CCCCC3)cc21	-0.4	-10.5	1.3	-0.9	-2.9	-1.6	-4.6	-8.0	nt	11.3
Cc1cc(C)n(CCC(=O)N2CCN(S(=O)(=O)c3ccc(C)c(C)c3)CC2)n1	4.5	2.3	-2.4	-8.8	-1.9	0.4	0.8	-6.2	-1.2	29.3
CC(C)n1c(CNC(=O)c2ccccc2F)nnc1SCC(=O)NC1CCCCC1	2.0	5.5	nt	-3.3	3.8	-1.8	20.0	nt	-1.1	nt
COc1cccc(/C=N/NC(=O)C(=O)N/N=C/c2cccc(OC)c2O)c1O	-32.5	-0.6	nt	-2.3	-2.8	-0.1	-0.4	nt	nt	29.7
c1coc(CNc2ncnc3ccccc23)c1	6.5	7.5	-3.0	-7.5	0.4	1.4	6.0	4.0	-0.6	33.8
CC(Sc1nnc(-c2ccco2)o1)C(=O)NCCC1=CCCCC1 (centres undefined)	40.8	6.7	-2.5	-3.7	-0.7	1.3	-22.7	6.5	nt	2.8

(further entries)
SMILES	MazF activator	GDH-TPI counter	Mtb UGM inh	BoNT F protease	FadD28 binding	Mtb FBA inh	CCHFV vOTU inh	Rv3671c inh	Mtb BioA inh	DUSP3 inh
CC(c1nccs1)N(C)c1nc2nonc2nc1NC1CC1 (centres undefined)	-7.5	32.9*	-0.3	-6.2	-0.3	-2.1	-11.9	-8.4	-0.8	20.4
O=C(NCCNC(=O)c1ccccc1F)c1ccco1	-2.7	1.5	-0.1	2.8	nt	1.1	-0.4	-5.2	nt	41.8
CC(C(=O)Nc1ccc(S(=O)(=O)N2CCCC2)cc1)N1CCCC(C(N)=O)C1 (centres undefined)	-1.0	-5.5	nt	12.7	-3.0	-1.3	6.9	nt	-1.2	nt
Cc1csc(C(=O)NN)c1N(C)C	1.1	14.6	-0.4	0.6	-1.1	0.0	-10.6	9.9	nt	4.4
CCOc1ncccc1C(=O)Nc1ccc(Cl)cc1	9.5	-5.5	0.7	2.5	2.7	-0.2	15.8	-5.5	nt	-8.6
O=c1c2[nH]c3ccc(Br)cc3c2ncn1CCCn1ccnc1	2.9	-4.3	-0.4	-8.6	-1.4	0.8	10.6	-11.3	-3.8	23.2
CCCNC(=O)C1(C)CCCN(Cc2ccccc2Cl)C1 (centres undefined)	nt	-10.1	nt	20.8	-1.4	0.1	-1.7	nt	1.7	nt
O=C(O)CSCC(=O)N1CCN(c2cc(C(F)(F)F)nc3ccccc23)CC1	9.7	2.9	0.8	-4.1	-4.5	-4.2	-10.9	-2.0	nt	32.2
CCOc1ccccc1Nc1nnc(C)c(=O)[nH]1	-14.8	0.6	-0.1	-6.0	-1.7	-5.6	12.7	-4.0	nt	4.6
CN(C(=O)C1CCC(CNS(=O)(=O)c2cccc3cccnc23)CC1)C1CCCCC1 (centres undefined)	7.2	-3.5	-1.4	nt	-2.8	4.2	21.6	2.7	0.4	-22.1
CCCc1ncc(CN2CCCCC2C(=O)Nc2ccc(Oc3ccccc3)nc2)cn1 (centres undefined)	1.2	-1.0	0.8	9.5	0.2	-0.2	7.2	-8.0	-1.0	26.3
CC(=NCc1ccco1)c1c(O)n(-c2ccccc2C)c(=O)[nH]c1=O	0.3	-21.1	0.0	?	-0.9	-0.5	-10.2	-4.8	nt	0.0
COc1cc(C(=O)N2CCC(n3cnc4cc(F)ccc43)CC2)cc(OC)c1OC	6.7	0.0	-1.3	-0.1	-1.3	0.5	-1.0	0.6	6.3	-4.6
CSCCC1NC2(C(=O)Nc3ccc(Cl)cc32)[C@@H]2C(=O)N(C3CCCC3)C(=O)[C@H]12 (some centres undefined)	2.8	nt	-3.2	nt	nt	nt	-11.1	2.6	1.1	17.7
Oc1cc2c(cc1C(c1ccc(Br)cc1)N1CCCC1)OCO2 (centres undefined)	-13.9	-3.5	nt	-5.0	3.9	2.1	10.4	nt	nt	1.6
Cc1cccc(C(=O)N2CCCC(c3nc(-c4ccc(F)cc4)no3)C2)c1 (centres undefined)	3.0	5.7	-1.1	?	-2.4	-2.2	-5.9	nt	1.0	24.5
CC(C)(C)C(=O)OCc1nc(-c2ccc(F)cc2)cs1	-2.1	11.0	-0.1	-4.9	-1.2	2.2	-2.8	-2.3	1.3	17.6
O=C(c1ccc(CS(=O)c2cccc(Cl)c2)o1)N1CCOCC1 (centres undefined)	15.2	2.3	0.5	-0.8	0.1	-4.0	11.9	5.0	-1.5	6.5
COc1ccc(CC(=O)OC(C)CN2CCCCC2)cc1 (centres undefined)	-0.4	-1.2	2.3	2.6	-1.4	-1.4	-6.6	2.9	nt	5.6
CC(NCc1ccccc1)c1ccccc1O (centres undefined)	10.4	-7.9	0.0	?	-2.3	-1.5	-14.3	0.9	nt	21.7
Cc1nc(CC(=O)Nc2nccs2)cs1	-1.0	8.2	1.0	15.2	-0.9	2.1	3.1	-6.8	-0.6	5.3
CC(NC(=O)/C(C#N)=C/c1ccc(OCC(=O)O)cc1)c1ccccc1 (centres undefined)	6.0	37.1*	3.5	?	-2.6	-2.1	-8.2	1.0	-0.8	-2.9
COc1cnc(-c2ccccc2)[nH]c1=O	0.0	7.5	0.4	-0.2	-0.5	0.7	-0.3	-7.4	-0.1	-6.3
COC(=O)c1cnc(NC(=O)C2(C)CCCN(C(C)=O)C2)s1 (centres undefined)	nt	-3.1	nt	-1.9	-3.9	-1.1	-10.0	nt	-0.9	nt
C=CCNc1nc(N)c(C(=C(C#N)C#N)c2ccc(Br)cc2)s1	8.4	13.5	0.7	1.0	-3.5	125.9*	-45.1	-10.0	1.5	1.5

An excerpt of these results, field by field:
COc1cnc(-c2ccccc2)[nH]c1=O
  MazF activator = 0.0	GDH-TPI counter = 7.5	Mtb UGM inh = 0.4	BoNT F protease = -0.2	FadD28 binding = -0.5	Mtb FBA inh = 0.7	CCHFV vOTU inh = -0.3	Rv3671c inh = -7.4	Mtb BioA inh = -0.1	DUSP3 inh = -6.3

CSCCC1NC2(C(=O)Nc3ccc(Cl)cc32)[C@@H]2C(=O)N(C3CCCC3)C(=O)[C@H]12 (some centres undefined)
  MazF activator = 2.8	GDH-TPI counter = nt	Mtb UGM inh = -3.2	BoNT F protease = nt	FadD28 binding = nt	Mtb FBA inh = nt	CCHFV vOTU inh = -11.1	Rv3671c inh = 2.6	Mtb BioA inh = 1.1	DUSP3 inh = 17.7

Next section.
SMILES	MazF activator	GDH-TPI counter	Mtb UGM inh	BoNT F protease	FadD28 binding	Mtb FBA inh	CCHFV vOTU inh	Rv3671c inh	Mtb BioA inh	DUSP3 inh
Cn1cc(C(=O)NS(=O)(=O)Nc2ccc(Br)cc2)c2ccccc21	0.1	3.5	1.4	-4.4	-2.0	2.8	8.0	3.1	-0.5	20.9
On1cnnc1-c1ccccc1	0.1	-4.1	1.4	16.3	2.7	-0.9	8.3	1.1	-0.5	16.1
CCCCCNc1nc(NCCCO)c(C#N)c2c1CN(C)CC2	-0.8	9.5	-0.6	4.1	-2.4	15.1	-14.8	11.5	nt	2.0
Cc1cc(F)ccc1NC(=O)CCc1ccc(S(=O)(=O)N2CCOCC2)cc1	3.4	-2.8	2.6	0.2	0.5	1.1	6.2	-1.5	1.4	nt
CNS(=O)(=O)c1ccc(-c2ccc(C=C3C(=O)NC(=O)NC3=O)o2)cc1	-30.0	21.1	2.3	1.8	-0.2	5.0	-0.3	6.1	-0.4	25.1
N#Cc1c(-c2ccccc2F)cc(C2CC2)nc1SCC(=O)c1cccs1	65.4*	14.5	2.8	-12.6	-0.1	1.7	1.4	-9.1	-4.0	3.4
C/C(=N/NC(=O)c1ccco1)c1ccc(NC(=O)c2ccc(Br)o2)cc1	4.8	15.2	-0.3	0.7	-4.6	-1.5	-5.7	-2.8	3.5	-1.6
Cc1cccc(NC(=S)N2CCn3cccc3C2c2cccnc2)c1 (centres undefined)	0.3	7.2	0.5	-3.3	-5.1	0.0	-2.4	-4.3	nt	12.1
CNc1ccccc1C(=O)OCC(=O)N1CCc2ccccc2C1	9.9	11.6	nt	-1.0	-2.8	63.1*	-60.3	nt	-0.6	nt
Cn1c(/C(C#N)=C/Nc2ccccn2)nc2ccccc21	-14.9	31.2*	1.5	7.0	-0.7	4.3	-8.7	-6.3	-2.3	-9.8
COc1ccc(CNC(=O)c2cc(-c3ccccc3OC)on2)cc1	-7.7	6.2	-2.4	-2.6	-6.0	4.6	nt	-5.5	-0.7	16.6
COC(=O)C1OCOC2C(C(=O)OC)OCOC12 (centres undefined)	5.8	4.4	nt	-2.8	0.1	0.4	0.1	nt	-0.8	nt
CCCCc1nc2ccc(S(=O)(=O)O)cc2[nH]1	-1.7	11.3	0.3	-0.3	1.2	0.8	-9.3	-9.9	nt	25.0

Source: PubChem BioAssay (several laboratories)

Compounds were not picked by outcome; about 4.9% have a hit in one of these screens.
